Screening data from PubChem.
TCR-CD3 inh = inhibitors of human TCR-CD3 interaction, primary screen, biochemical, fluorescence, TAMRA-labeled TCR probe; AID 651800, 2012; inhibition, % at 9.4 µM; actives 0.37% (n = 360,000); T-cell receptor (TCR); in the data active means inhibition above about 19%;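 further: recombinant mutant TCR 2C K166C tagged with TAMRA read by polarization; 0% = receptor in buffer alone and 100% = receptor with positive control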
UHRF1 MBD2 ctr = UHRF1 methylated DNA binding inhibitors, primary screen, counter-screen for MBD2 inhibitor project, biochemical, TR-FRET, human UHRF1, single concentration | E3 ubiquitin-protein ligase UHRF1 (Homo sapiens), Q96T88 | actives 0.75% (n = 370,000) | inhibition, % at 4.4 µM | UHRF1 binding to methylated oligo | AID 687016, 2013; in the data active means inhibition above about 21%;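 further: UHRF1 SRA domain binding a hemimethylated CpG hairpin DNA probe; 0% = median of test compound wells and 100% = reference inhibitor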
ABHD4 inh = ABHD4 inhibitors, primary screen, biochemical, fluorescence polarization, mouse. purified mABHD4, FP-Rh probe fluorescence polarization. inhibition, % at 8.92 µM. actives 0.54% (n = 370,000). AID 720543, 2013;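 active means inhibition exceeding the mean over every tested compound plus 3 SD, cut at about 30% in these data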;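 further: 0% = plate median of compound wells and 100% = S159A mutant with DMSO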
Target sequence (Q8VD66 whole entry, looked up): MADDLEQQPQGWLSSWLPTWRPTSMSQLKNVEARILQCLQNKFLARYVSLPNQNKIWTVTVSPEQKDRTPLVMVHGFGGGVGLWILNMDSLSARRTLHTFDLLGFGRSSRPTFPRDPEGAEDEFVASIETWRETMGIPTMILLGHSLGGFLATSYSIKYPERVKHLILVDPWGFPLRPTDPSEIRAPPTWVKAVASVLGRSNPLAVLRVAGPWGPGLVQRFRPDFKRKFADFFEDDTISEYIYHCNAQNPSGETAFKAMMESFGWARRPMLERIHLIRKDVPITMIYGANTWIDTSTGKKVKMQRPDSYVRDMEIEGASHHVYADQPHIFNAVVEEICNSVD
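Assay system: mouse ABHD4 enzyme, wild type / Also added: fluorescent activity-based probe FP-Rh / Doses: single nominal dose of 8.92 µM, 0.89% DMSO final / Timing: 45 min compound pre-incubation plus 60 min probe step, 25 °C / Signal: FP readout, ex 525 nm / em 598 nm / Control set: S159A mutant/DMSO as 100%, compound-well median as 0%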
TDP2 absorb = human TDP2 enzyme inhibitors, primary screen, biochemical, epi absorbance, recombinant enzyme; Tyrosyl-DNA phosphodiesterase 2 (Homo sapiens), O95551; T5PNP hydrolysis, p-nitrophenol absorbance 415 nm; inhibition, % at 12.8 µM; actives 0.34% (n = 370,000); AID 720702, 2013;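 active means inhibition above the mean of all tested compounds plus 3 SD, set per campaign, cut at about 25% in these data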;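 further: 0% = DMSO with enzyme and 100% = buffer with substrate but no TDP2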
Target sequence (O95551 whole entry, looked up): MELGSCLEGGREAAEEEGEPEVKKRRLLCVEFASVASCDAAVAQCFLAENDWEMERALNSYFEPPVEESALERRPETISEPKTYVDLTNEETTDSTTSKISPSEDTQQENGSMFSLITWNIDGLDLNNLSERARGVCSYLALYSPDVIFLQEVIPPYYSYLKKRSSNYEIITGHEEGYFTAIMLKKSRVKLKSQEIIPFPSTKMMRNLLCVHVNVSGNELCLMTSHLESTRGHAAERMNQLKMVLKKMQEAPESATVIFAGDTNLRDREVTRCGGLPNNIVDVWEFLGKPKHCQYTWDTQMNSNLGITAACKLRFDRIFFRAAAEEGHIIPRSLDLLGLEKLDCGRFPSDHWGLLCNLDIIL
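Assay system: Recombinant human TDP2 | Quantity: 120 nM TDP2 per well | Incubation: 2 h at 37 °C | Signal: Epi absorbance | Evaluation: Percent inhibition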
LEDGF integ inh = blockers of LEDGF/p75-dependent integrase strand transfer – biochemical, TR-FRET, high throughput, primary screen; AID 743269, 2014; inhibition, % at 3.7 µM; actives 0.64% (n = 370,000); HIV-1 integrase (with human LEDGF/p75); TR-FRET IN-LEDGF/p75 DNA integration, Eu/Cy5;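 active means inhibition above the screen-wide mean plus 3 SD, cut at about 13% in these data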;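 further: signal is the Cy5 over europium emission ratio at 671 and 618 nm; 0% = plate median of compound wells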
PG9 binder = binders of HIV-1 gp120 antibody PG9, primary screen, biochemical, TR-FRET; TR-FRET gp120-PG9 antibody binding; inhibition, % at 6.7 µM; actives 0.43% (n = 360,000); AID 624416, 2012; in the data active means inhibition above about 8.5%
Tn7 DDE FP = inhibitors of Tn7 peptide binding to fibrin DD(E), primary screen, biochemical, fluorescence polarization, human fibrin, Tn7 probe; Fibrinogen beta chain (Homo sapiens), P02675; FP displacement of FITC-Tn7 peptide from fibrin DD(E); 0% = median of compound wells per plate; inhibition, % at 8.3 µM; actives 0.13% (n = 370,000); AID 720508, 2013;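 active means inhibition above the mean of compounds falling within the control limits plus 3 SD of them, cut at about 14% in these data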;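 further: 0% = plate median of compound wells and 100% = 10 µM Aha-Tn7 peptide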
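Assay system: human fibrin DD(E). Input: DD(E) 2 µM final. Medium: Tris buffer with calcium and detergent, pH 7.8. Compound dosing: single point at 8.3 µM. Timing: 10 min plus 3 h, room temperature. Technique: fluorescence polarization of the labelled Tn7 tracer. Read-out: percent inhibition. Replicates: singlicate testing.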
PRMT1 FP inh = PRMT1 methyltransferase inhibitors, primary screen, biochemical, fluorescence polarization; actives 1.3% (n = 370,000); recombinant PRMT1, activity-based probe fluorescence polarization; inhibition, % at 2.79 µM; Protein arginine N-methyltransferase 1 (Homo sapiens), Q99873;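 active means inhibition above about 21% made by adding two undisclosed values, limit read from the data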
Target sequence (Q99873 whole entry, looked up): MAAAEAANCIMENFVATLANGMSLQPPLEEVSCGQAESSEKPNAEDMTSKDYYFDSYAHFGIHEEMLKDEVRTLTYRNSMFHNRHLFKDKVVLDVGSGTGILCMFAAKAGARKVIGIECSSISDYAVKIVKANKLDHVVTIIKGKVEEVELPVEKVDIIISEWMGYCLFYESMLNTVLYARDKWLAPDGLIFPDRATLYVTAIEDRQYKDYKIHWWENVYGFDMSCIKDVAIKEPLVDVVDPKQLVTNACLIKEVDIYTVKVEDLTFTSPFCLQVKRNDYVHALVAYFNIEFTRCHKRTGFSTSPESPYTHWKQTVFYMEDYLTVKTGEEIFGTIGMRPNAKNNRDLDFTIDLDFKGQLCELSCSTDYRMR
SIAE primary = human SIAE inhibitors, primary screen, biochemical, fluorescence polarization, FP-Rh probe, 1536-well HTS | Sialate O-acetylesterase (Homo sapiens), Q9HAT2 | inhibition, % at 9.66 µM | AID 1053197, 2014 | SIAE FP-Rh probe binding | actives 0.69% (n = 370,000);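 active means inhibition above a cutoff: mean of compounds within the control limits plus 3 SD of those, cut at about 17% in these data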;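 further: 0% = plate median of compound wells and 100% = probe without SIAE protein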
HTRA1 inhibitor = HTRA1 serine protease inhibitors, primary screen, biochemical, fluorescence polarization, HTS; Q92743; recombinant HTRA1, FP-rhodamine activity-based probe; inhibition, % at 5.96 µM; actives 0.5% (n = 340,000); AID 504803, 2011; in the data active means inhibition above about 36%;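 further: 0% = enzyme with DMSO and 100% = wells lacking enzyme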
* hit, by the source's call; x = not tested or not shown.

Order of results – TCR-CD3 inh | UHRF1 MBD2 ctr | ABHD4 inh | TDP2 absorb | LEDGF integ inh | PG9 binder | Tn7 DDE FP | PRMT1 FP inh | SIAE primary | HTRA1 inhibitor
CC(=O)N1CCN(C(=O)c2cc(S(=O)(=O)Nc3ccc(S(C)(=O)=O)cc3)ccc2Cl)CC1
→ 6 | -2 | 0 | -5 | 1 | -3.7 | 1 | -4 | -9 | 6
CCC(=O)N1CCC1(C)C(=O)NS(=O)(=O)c1cccc(C#N)c1 (configuration not stated)
→ -6 | 0 | 7 | -1 | 0 | 2.0 | 6 | 0 | 2 | x
Cc1oc2cc3oc(=O)c(CCC(=O)NCCN4CCOCC4)c(C)c3cc2c1C
→ 4 | 3 | 3 | -8 | 1 | -1.2 | -4 | -1 | -2 | 0
O=C(CCC(=O)c1cccs1)NCc1ccccc1
→ 8 | 2 | -4 | -8 | 0 | -2.8 | -2 | 2 | 1 | 0
CCc1cccc(C)c1NC(=O)CO/N=C(\C)c1cc2ccccc2o1
→ 1 | 2 | -8 | 3 | 3 | -0.9 | -3 | -1 | -3 | -7
COCCNC(=O)c1c(N)n(CCCn2ccnc2)c2nc3ccccc3nc12
→ -1 | -4 | 13 | -3 | -1 | 0.3 | -6 | 1 | 3 | 1
CNC(=O)C(C)NS(=O)(=O)c1ccc(F)cc1 (configuration not stated)
→ 7 | -2 | -1 | 3 | 5 | -4.2 | -9 | 0 | 4 | 2
COc1ccc(/C(N)=N/OC(=O)CC2CCCCC2)cc1
→ -3 | 5 | 4 | -6 | 3 | -2.1 | 3 | -1 | -2 | 5
CN(C)CCN(Cc1ccccc1)c1nccc(N(C)C)c1C#N
→ -6 | 2 | 8 | 11 | 1 | -0.9 | -3 | 2 | -3 | -1
COC(CNC(=O)c1c[nH]c2ccc(S(=O)(=O)N3CCC4(CC3)OCCO4)cc2c1=O)OC
→ 1 | -1 | 9 | -3 | -3 | -1.8 | -4 | 1 | 6 | 6
COc1ccccc1Cc1c(C2CCCCC2)nc2ccc(Cl)cn12
→ 8 | 4 | 6 | -9 | 7 | -0.3 | -6 | 3 | -2 | x
O=C(NCC1CCCN(C2Cc3ccccc3C2)C1)c1cccs1 (configuration not stated)
→ 8 | 0 | -1 | 7 | 0 | -0.7 | -2 | -2 | 8 | 0
CCCCn1c(N)c(N(CCOC)C(=O)COC(=O)COc2ccc(CC)cc2)c(=O)[nH]c1=O
→ -5 | 5 | -19 | -16 | -5 | -0.4 | 6 | 7 | 1 | 2
CCOC(=O)c1c(-c2ccccc2)oc2ccc(O)c(CN3CCN(C)CC3)c12
→ -5 | 1 | 6 | 3 | 1 | -0.3 | 2 | 5 | 0 | 2
O=C(N[C@@H](CO)C(=O)NCc1ccccc1)c1ccc(C(F)(F)F)cc1
→ -7 | 2 | 5 | 3 | 3 | 1.1 | -3 | 1 | 5 | -5
COc1ccc(S(=O)(=O)n2nc(OC(=O)c3ccco3)cc2N)cc1
→ 0 | 0 | 5 | 7 | -1 | -1.7 | -4 | 5 | 7 | -4
Cc1cc(C)n(Cc2ccccc2Cl)n1
→ 2 | 1 | -2 | 2 | 4 | -1.5 | -8 | -2 | 5 | 2
CCOC(=O)N1CCN(C(=O)c2ccccc2NC(=O)COc2ccccc2)CC1
→ -1 | 5 | 7 | 0 | 2 | -0.5 | -4 | -4 | 2 | 14
O=S(=O)(c1cccc(Cn2nnc(-c3ccccc3)n2)c1)N1CCOCC1
→ -4 | 5 | -3 | 0 | -1 | -0.1 | 1 | 3 | 0 | -3
O=C(NCc1ccc(N2CCCC2=O)cc1)c1cc(COc2c(F)cccc2F)on1
→ 3 | 8 | -7 | -14 | 1 | 2.4 | 1 | 5 | -2 | 0

Full records from above. Order of values: TCR-CD3 inh, UHRF1 MBD2 ctr, ABHD4 inh, TDP2 absorb, LEDGF integ inh, PG9 binder, Tn7 DDE FP, PRMT1 FP inh, SIAE primary, HTRA1 inhibitor
`O=C(N[C@@H](CO)C(=O)NCc1ccccc1)c1ccc(C(F)(F)F)cc1` is entered as -7, 2, 5, 3, 3, 1.1, -3, 1, 5, -5
`CCOC(=O)N1CCN(C(=O)c2ccccc2NC(=O)COc2ccccc2)CC1` is entered as -1, 5, 7, 0, 2, -0.5, -4, -4, 2, 14
`Cc1cc(C)n(Cc2ccccc2Cl)n1` is entered as 2, 1, -2, 2, 4, -1.5, -8, -2, 5, 2
`O=S(=O)(c1cccc(Cn2nnc(-c3ccccc3)n2)c1)N1CCOCC1` is entered as -4, 5, -3, 0, -1, -0.1, 1, 3, 0, -3
`CCOC(=O)c1c(-c2ccccc2)oc2ccc(O)c(CN3CCN(C)CC3)c12` is entered as -5, 1, 6, 3, 1, -0.3, 2, 5, 0, 2

(next part)
Order of results – TCR-CD3 inh | UHRF1 MBD2 ctr | ABHD4 inh | TDP2 absorb | LEDGF integ inh | PG9 binder | Tn7 DDE FP | PRMT1 FP inh | SIAE primary | HTRA1 inhibitor
CC(C)(C)c1ccc(-c2nnc(SCC(=O)NC3CCS(=O)(=O)C3)n2N)cc1 (configuration not stated)
→ 1 | 0 | -4 | -3 | -2 | -1.7 | -10 | -2 | -3 | -2
CCCNC(=O)c1ccc(N2CCC3(CC2)CC(c2ccccc2)=NO3)c(NC(=O)c2ccccc2)c1
→ 3 | -1 | -12 | -5 | -1 | -0.5 | -3 | -2 | -25 | -23
CCN(CC)S(=O)(=O)c1ccc(OC)c(NC(=O)CCS(=O)(=O)Cc2ccccc2)c1
→ 4 | 0 | 7 | -3 | 1 | 1.4 | 6 | 17 | -1 | 5
O=C(COC(=O)c1ccccc1O)NC(=O)NCc1ccccc1
→ 4 | -1 | 2 | 5 | -2 | 0.7 | 7 | -2 | 2 | -8
O=C1CC(N2CCC(O)(c3ccc(Cl)cc3)CC2)C(=O)N1 (configuration not stated)
→ 2 | 5 | -7 | -14 | 6 | -2.4 | -1 | 54* | -4 | -5
CCOc1ccc(NC(=O)N(C2CCCCC2)C2CCN(C(C)=O)CC2)cc1
→ -8 | 0 | 7 | 6 | -1 | 1.2 | 2 | 4 | 14 | -2
CSCCC(NS(=O)(=O)c1ccc(Cl)cc1)C(=O)OCC(=O)c1ccc(F)cc1 (configuration not stated)
→ -5 | 0 | -10 | -12 | 2 | -3.3 | 2 | 2 | -8 | -10
CCOC(=O)C1CCN(S(=O)(=O)c2cn(C)c(C)n2)CC1
→ 7 | -1 | 8 | -8 | -2 | 3.9 | 2 | -2 | -5 | 3
CN(C(=O)COc1ccc(Oc2ccccc2)cc1)C1CCS(=O)(=O)C1 (configuration not stated)
→ 9 | -1 | 12 | -6 | 1 | 0.3 | 2 | -1 | -11 | -5
CC(=O)c1cc(CN2C(=O)c3ccccc3C2=O)cs1
→ 1 | -2 | -4 | 11 | -1 | -1.4 | -1 | 2 | 2 | 4
COc1ccc(NC(=O)COC(=O)CN2C(=O)c3ccccc3C2=O)cc1
→ -12 | 4 | -3 | -1 | 2 | -2.4 | 0 | -3 | 7 | -2
COc1cccc(NC(=S)N(CCCN2CCCC(C)C2)Cc2cccs2)c1 (configuration not stated)
→ 4 | -2 | 0 | 8 | -1 | 0.5 | -7 | -2 | -1 | 3
CC1(NC(=O)CC(c2ccccc2)(c2ccccc2)c2ccccc2)CCN(Cc2ccc(-c3ccccc3)cc2)C1=O (configuration not stated)
→ 4 | 2 | 3 | 10 | 1 | -1.1 | -1 | 1 | -2 | -64
CC1=CC(C)(C)n2c(O)c(N=NC(N)=S)c3c(C)c(C)cc1c32
→ 0 | 1 | -6 | -18 | 1 | -3.7 | 1 | -8 | -8 | 17
COC(=O)Cn1c(CN(C)Cc2ccccc2)nc2c1c(=O)n(C)c(=O)n2C
→ 3 | 1 | 2 | 10 | -2 | -0.5 | -2 | 0 | -2 | 8
CCc1ccc(-c2cnc3ccccc3n2)cc1NC(=O)CNC(=O)c1ccccc1
→ 2 | -1 | -3 | 4 | 0 | 0.9 | 4 | 1 | 0 | 2
CC(C)c1ccc(NC(=O)CCNS(=O)(=O)c2cc(Br)cnc2N)cc1
→ 4 | 0 | -6 | -3 | -2 | -0.3 | -4 | 1 | 6 | -11
Cc1ccc(Cc2c(-c3cccc(Cl)c3)nc3ccc(Br)cn23)cc1
→ 6 | 9 | -2 | 6 | 1 | 2.5 | -4 | 1 | 3 | x
CCn1c(SCC(=O)NC(=O)NCc2ccco2)nnc1-c1cccs1
→ -8 | 0 | -1 | -3 | 1 | 1.4 | -3 | 2 | -7 | -3
Cc1cc(C(=O)CSc2nc3ccccc3[nH]2)c(C)n1C
→ 6 | -2 | 0 | -1 | -2 | -0.4 | -1 | -1 | -1 | 4
CC1(Cc2cc(Cl)ccc2C(F)(F)F)C(=O)Nc2cc(-c3ccccc3Cl)ccc21 (configuration not stated)
→ 5 | -1 | -12 | -7 | 1 | 1.4 | 9 | -2 | -3 | x
O=C(CSc1nc2ccccc2n1S(=O)(=O)c1cccc([N+](=O)[O-])c1)NCCc1ccccc1
→ 4 | 1 | 1 | 7 | -2 | 0.4 | 8 | -1 | 8 | -7
O=C(O)c1ccccc1S(=O)(=O)Cc1ccccc1
→ 11 | -1 | -1 | 10 | -3 | -2.2 | -5 | -1 | 2 | 14
Cc1ccc(NC(=O)COC(=O)Cn2nc(C)c([N+](=O)[O-])c2C)c([N+](=O)[O-])c1
→ 4 | -3 | 0 | 0 | -2 | -0.9 | 4 | -2 | 2 | 0
COC(=O)c1sc(C(F)(F)F)c(-c2ccccc2)c1S(=O)(=O)N(C)C
→ 0 | 3 | -5 | -10 | -2 | 0.3 | 5 | 7 | -2 | 2
CCN(C[C@H]1N[C@@](C)(C(=O)OC)[C@H]2C(=O)N(C)C(=O)[C@@H]12)C(=O)Nc1ccc(C(F)(F)F)cc1
→ -6 | 22* | 10 | 1 | 1 | -0.9 | -1 | 8 | 1 | 6
